Vif inh – inhibitors of HIV Vif; HEK293T cells, Vif self-association by quenched fluorescence, imaging, 24 h; inhibition, % at 7.49 µM; 340,000 compounds, 0.35% hits; AID 602346; in the data active means inhibition above about 50%, passing the limit was not always enough; inconclusive means no clear call, values can overlap the other calls; inactive means below about 31%; further: some results filed as inactive read as strong as hits
H9c2 protect – myocardial damage modulation in H9c2 cells; H9c2 cardiomyocytes, H2O2 injury protection, ATPLite, 2 h; protection from H2O2 cell death, % at 20 µM; 360,000 compounds, 0.63% hits; AID 588492;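 active means compounds giving at least 50% protection of heart cells from peroxide-induced death in the single-dose screen, raw or plate-pattern-corrected value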;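 further: 0% = DMSO wells with peroxide and 100% = DMSO wells without peroxide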
aDG glyco act – increases alpha dystroglycan glycosylation. Pro5-aDG cells, alpha-DG glycosylation AlphaScreen (IIH6); 0% Pro5, 100% B10-LARGE cell signal. activation, % at 10 µM. 360,000 compounds, 0.22% hits;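 active means activation of at least 8% versus controls, or a plate z-score of at least 8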;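 further: Pro5 are CHO cells carrying HIG-tagged alpha-DG that lacks glycosylation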
HTR2A ag – agonists of mouse serotonin 5-HT2A receptor (HTR2A); P35363; CHO-K1 mHTR2A beta-arrestin complementation, luminescence; percent of 30 µM serotonin response; activation, % at 7.6 µM; 360,000 compounds, 0.66% hits; AID 624169;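 active means activation above a run cutoff, the mean activation of all tested compounds plus 3 SD, cut at about 14% in these data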;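 further: 0% = plate median of compound wells and 100% = 30 µM serotonin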
Target sequence (P35363 whole entry, looked up): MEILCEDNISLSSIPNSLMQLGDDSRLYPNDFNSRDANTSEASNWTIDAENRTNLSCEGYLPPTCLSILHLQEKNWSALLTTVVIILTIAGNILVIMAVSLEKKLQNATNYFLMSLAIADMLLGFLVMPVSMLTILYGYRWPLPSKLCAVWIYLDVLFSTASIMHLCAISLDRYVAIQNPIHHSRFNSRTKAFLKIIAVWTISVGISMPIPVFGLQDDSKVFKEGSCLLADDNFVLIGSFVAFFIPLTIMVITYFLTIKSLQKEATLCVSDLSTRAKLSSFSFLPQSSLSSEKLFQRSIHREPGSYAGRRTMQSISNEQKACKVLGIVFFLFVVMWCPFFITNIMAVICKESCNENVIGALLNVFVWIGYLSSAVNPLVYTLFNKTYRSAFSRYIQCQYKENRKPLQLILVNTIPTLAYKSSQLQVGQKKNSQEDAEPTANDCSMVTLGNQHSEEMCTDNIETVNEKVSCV
N-glyco inh – N-linked glycosylation inhibition. 360,000 compounds, 0.23% hits. AID 588692. D54 ERlucT glycosylation luciferase reporter, 24 h; percent of 100 nM tunicamycin response. reporter increase, % at 12.5 µM;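 active means mean luciferase reporter signal, scaled so untreated is 0 and the glycosylation-blocking control 100, at or above a set limit in every replicate; inconclusive means mean reaches the limit but not every replicate does; inactive means mean below the limit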;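 further: luciferase carries N-glycosylation sites so blocking glycosylation raises the light; 0% = median of neutral control wells and 100% = median of 100 nM tunicamycin wells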
MC4R ag barr – agonists of human melanocortin 4 receptor (MC4R) beta-arrestin. activation, % at 8.9 µM. U2OS MC4R beta-arrestin complementation, luminescence; percent of melanotan II response, DMSO zero. 360,000 compounds, 0.98% hits;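 active means activation above a per-plate cutoff, the mean activation of sample wells on that plate plus 3 SD, cut at about 8% in these data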
Target sequence (P32245 whole entry, looked up): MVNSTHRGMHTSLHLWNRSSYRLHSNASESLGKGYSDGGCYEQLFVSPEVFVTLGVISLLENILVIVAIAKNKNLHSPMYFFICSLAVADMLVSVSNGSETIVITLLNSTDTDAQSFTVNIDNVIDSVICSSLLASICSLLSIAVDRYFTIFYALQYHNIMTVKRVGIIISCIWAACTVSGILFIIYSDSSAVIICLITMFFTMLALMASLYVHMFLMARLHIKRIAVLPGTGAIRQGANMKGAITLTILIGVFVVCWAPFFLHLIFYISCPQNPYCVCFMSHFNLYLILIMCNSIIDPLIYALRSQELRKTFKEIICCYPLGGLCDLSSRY
ABCB6 inh MLPCN – blocks the human ABCB6 transporter; Q9NP58; K562-ABCB6 porphyrin accumulation, flow cytometry, 1 h; hits give low values; fluorescence ratio to DMSO, % at 10 µM; 360,000 compounds, 0.19% hits; AID 602162;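 active means fluorescence ratio to DMSO below 75%, the collection mean minus 3 SD; inconclusive means too few cells collected in the well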;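 further: signal is porphyrin accumulated inside mitochondria; 100% equals median channel fluorescence of DMSO control wells; lower ratio means ABCB6 inhibition with less porphyrin fluorescence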
PDI inh – inhibitors of human protein disulfide isomerase; P07237; PDI insulin aggregation turbidity, A650, 90 min; inhibition, % at 10 µM; 350,000 compounds, 0.052% hits;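 active means mean inhibition across replicates of 30% or more, whatever share of single replicates reach that level; inconclusive means mean inhibition below 30% while every single replicate reaches 30%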;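 further: absorbance from insulin aggregation driven by PDI reduction with DTT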
CaV13 FRET inh – Disruptors of the CACNA1D IQ motif to Ca2+-dependent inactivation inhibitor domain association, primary screening, Förster resonance energy transfer in intact living …; HEK cells, CFP/YFP FRET ICDI-IQ, plate reader, 10 min; percent FRET-ratio fall versus neutral wells; 340,000 compounds, 0.098% hits; inhibition, % at 12.3 µM;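 active means mean replicate inhibition of at least 30% and at least 1% of replicates passing that level; inconclusive means only one of the two criteria is met; inactive means neither criterion is met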;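 further: 0% = median of the neutral control wells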
MC4R antagonist – blocks human MC4R cAMP signaling. P32245. 360,000 compounds, 0.48% hits. AID 540295. MC4R-expressing cells, MTII-stimulated cAMP, LANCE TR-FRET. inhibition, % at 6.5 µM;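 active means inhibition above its plate's cutoff, the mean of tested wells on that plate plus 3 SD, cut at about 29% in these data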;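 further: 0% = Melanotan II alone and 100% = Melanotan II plus saturating MCL0020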
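Material: human MC4R-expressing U2OS cells. Probe or stimulus: Melanotan II challenge. Dosing: 6.5 µM single dose. Times: 30-min compound, 1-h challenge, 1-h detection, room temperature. Technique: TR-FRET with Eu-cAMP and labeled anti-cAMP, 671 nm. Replication: singlicate.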
The depositor's hits bear a star; ? = inconclusive; / = no result given.

SMILES	Vif inh	H9c2 protect	aDG glyco act	HTR2A ag	N-glyco inh	MC4R ag barr	ABCB6 inh MLPCN	PDI inh	CaV13 FRET inh	MC4R antagonist
O=S(=O)(c1ccc(SCCOc2ccccc2)nc1)N1CCCC1	-1	-16	0.2	0	-4	1.4	99	2	-2	-2
COc1ccc(-c2ccc(=O)[nH]n2)cc1	/	-1	0.3	2	-1	-0.6	98	2	-6	-5
CCCCNC(=O)c1ccc2c(c1)C(=O)N(Cc1ccncc1)C2=O	-6	5	0.4	1	0	-1.2	109	-5	/	5
O=C(Nc1ccccc1)Nn1cnnc1	9	-1	0.2	1	0	-1.7	95	12	-13	7
O=C(Nc1nc2ccccc2[nH]1)C1CCN(C(=O)c2ccc(F)cc2)CC1	-15	-2	0.5	0	-1	-1.8	98	-13	-6	-4
Cc1ccc(S(=O)(=O)N2CCC(C(=O)N3CCCC(C(F)(F)F)C3)CC2)cc1C (stereo not drawn)	-8	-7	0.2	8	2	-3.3	99	-4	/	-2
CN1CCN(Cc2c(O)ccc3cc(-c4ccccn4)c(=O)oc23)CC1	10	16	-0.4	-1	1	-1.0	100	2	1	-4
O=C(CCCN1C(=O)/C(=C/c2cccc(Br)c2)SC1=S)Nc1ccccn1	1	-10	-0.3	-1	-8	-2.3	97	-12	-6	2
CC1C(=O)CC2C3(C)CCC2(C(C)C(=O)O)C(=O)C13 (stereo not drawn)	-1	-4	0.0	4	3	-0.8	109	/	/	9
CCOc1ccc2[nH]c(=O)c(CN(Cc3nnnn3Cc3ccco3)C3CCCCC3)cc2c1	4	59*	0.4	-3	-2	-2.2	103	-2	/	8
Cc1ccc(-c2nc(CS(=O)(=O)CC(=O)NC3CCCCCC3)c(C)o2)cc1	-1	-5	0.0	2	3	0.6	95	-2	-8	6
CCN(CC)CCCN(Cc1cc2cc3c(cc2[nH]c1=O)OCO3)C(=S)NCCCN(C)C	3	5	0.0	-5	-6	-1.7	98	1	-22	24
CC(=O)Nc1ccc2c(c1)Cc1c-2cc(Cl)c(NC(C)=O)c1Cl	8	8	0.1	4	0	-0.1	101	1	-6	-5
O=C(NCc1ccco1)C1CCN(S(=O)(=O)N2CCC3(CC2)OCCO3)CC1	-7	-1	0.3	7	8	2.3	100	5	-8	2
Cc1ccc(SCCN2CCN(C)CC2)cc1	-1	-4	0.4	-10	-1	0.4	97	3	-3	2
O=C(Nc1ncccc1O)C1CCN(S(=O)(=O)c2ccc3ccccc3c2)CC1	2	2	0.0	-2	0	-2.5	93	-4	-2	0
CC1CCCCN1CCNc1nc(=S)[nH]c2ccccc12 (stereo not drawn)	13	9	-0.3	-3	3	-0.4	99	-2	-4	9
O=C(O)C1CCCN1S(=O)(=O)c1ccc(Cl)cc1 (stereo not drawn)	4	4	-0.1	5	1	-0.5	98	2	-17	-16
O=C(Nc1ccc2c(c1)OCO2)c1ccc2sc([C@@H]3O[C@H](CO)[C@H](O)[C@H](O)[C@H]3O)nc2c1	-5	-1	-0.3	4	0	-0.1	99	6	-12	-1
O=[N+]([O-])c1ccc(CN2CC(N3CC=CC3)CS2(=O)=O)cc1 (stereo not drawn)	/	-1	-0.1	-3	3	/	100	/	-4	/
O=C(CSc1nnc(-c2ccc(O)cc2)n1Cc1ccco1)N1CCc2ccccc2C1	-15	-5	0.2	0	-1	-1.0	93	-1	-5	0
O=C(CCc1nnc(CCCCc2ccccc2)o1)N1CCCCC1CCO (stereo not drawn)	0	0	-0.1	-1	0	-1.3	93	3	-2	8
O=C(Nc1ccc(S(=O)(=O)Nc2ncccn2)cc1)C(F)(F)F	9	3	0.1	5	0	-0.4	100	11	-5	9
CCOC(=O)N1CCN(CC(c2ccccc2)c2ccccc2)CC1	-2	-1	0.0	-10	-1	0.7	98	0	-3	2
COc1ccccc1CNS(=O)(=O)c1cc(C(=O)NCc2ccccn2)c(Cl)cc1Cl	-22	6	0.0	1	-1	1.2	97	-5	-7	13
SMILES	Vif inh	H9c2 protect	aDG glyco act	HTR2A ag	N-glyco inh	MC4R ag barr	ABCB6 inh MLPCN	PDI inh	CaV13 FRET inh	MC4R antagonist
COCC(=O)Nc1ccc(N2CCCC2)c(S(=O)(=O)Nc2ccccc2OC)c1	-7	6	-0.1	-5	-3	-1.7	102	2	-6	2
CC(C)NC(=O)N(C)C[C@H]1Oc2c(NS(=O)(=O)c3cn(C)cn3)cccc2C(=O)N([C@H](C)CO)C[C@@H]1C	-5	2	0.1	2	-1	-1.3	100	-10	-12	0
C#CCOCCOCCOCCNc1nc(N2CCN(C(=O)[C@H](C(C)C)n3cc(CCO)nn3)CC2)nc(N2CCN(C(=O)[C@H](CCCCN)n3cc(CCCC)nn3)CC2)n1	-5	-1	-0.1	4	4	-0.9	102	-1	-12	1
Cc1ccc(NC(=O)CN(C)S(=O)(=O)c2ccc3c(c2)n(C)c(=O)c(=O)n3C)c(C)c1	-8	5	0.0	-4	2	-1.5	98	7	-5	11
COc1ccc(CC(=O)Nc2cccc(-c3ccc4nncn4n3)c2)cc1OC	-12	-2	1.9	3	1	0.4	95	5	-3	5
Cc1c(-c2ccccc2)sc2nc[nH]c(=S)c12	-5	4	0.4	-3	5	-3.4	97	-2	-17	5
C=CCOc1ccc(CNc2ccc(NC(=O)CC(C)C)cc2)cc1OC	2	-2	0.0	-2	3	-2.8	99	-1	-3	3
NC(=O)c1ccc(NC(=O)c2cccc3c2OCCCO3)cc1	/	6	-0.1	-3	0	-2.0	101	2	-20	-1
CC1Cc2ccccc2N1C(=O)CO/N=C/c1ccccc1OC(F)F (stereo not drawn)	-4	-4	0.9	2	-2	0.4	96	13	-2	19
CC1CCN(CCCNC(=O)c2cc3c(=O)n(C)c4ccccc4c3n2C)CC1	-1	9	-0.1	-6	18	0.0	95	/	-12	7
CN(Cc1cccnc1)C(=O)c1cc(S(=O)(=O)Nc2ccccc2F)ccc1Cl	-14	2	-0.1	8	0	2.3	105	8	-3	5
CCNC(=S)NC1CC2CCCC(C1)N2Cc1ccc(C)cc1 (stereo not drawn)	-3	-6	0.1	3	-1	1.8	99	1	-6	13
CCC(C)CCCCNC1=NCCS1 (stereo not drawn)	2	-8	0.9	-3	-3	1.6	101	0	-6	9
CCCOc1cccc(C2C(C(=O)c3ccco3)=C(O)C(=O)N2CCN(CC)CC)c1 (stereo not drawn)	4	5	-0.1	-2	0	-1.0	100	-2	-8	15
O=C1C=C(c2ccccc2)C(=O)N1Nc1ccccc1	/	-9	-0.3	-2	11	0.5	97	-3	0	5
O=C(NCc1nc2ccccc2[nH]1)C1=C[C@@H](c2ccccc2)C[C@@H](OCc2ccc(CO)cc2)O1	-2	9	0.0	-6	-2	-0.6	96	0	-11	4
CCOC(=O)C1(Cc2ccccc2C(F)(F)F)CCN(Cc2ccon2)CC1	1	6	0.0	-9	0	-0.3	95	4	-5	9
Cc1nn(CCCC(=O)NCc2ccc(F)cc2)c(C)c1[N+](=O)[O-]	1	12	-0.1	7	2	0.3	94	5	-3	14
COc1ccc(C(=O)Oc2c(C)occc2=O)cc1OC	8	-3	0.5	7	-1	0.6	99	-4	-4	-8
CCCC(=O)Nc1ccccc1-c1nnc(SCC)[nH]c1=O	0	0	-0.3	-1	1	0.1	96	8	-14	3
O=C1OC(c2ccc3ccccc3c2O)(c2ccc3ccccc3c2O)c2ccccc21	11	-18	0.0	1	-3	-0.1	120	2	-6	-3
CCOc1c(C)cnc2c1c(=O)n(Cc1cccc(Cl)c1)c(=O)n2C	-3	-3	0.0	3	-3	0.8	106	6	-7	-3
O=C(CN1C(=O)NC2(CCCCC2)C1=O)N1CCN(S(=O)(=O)c2ccccc2)CC1	1	0	0.2	-1	1	1.2	98	10	7	8
CC(=O)Nc1c(-c2ccc(Cl)cc2)c(=O)c2ccccc2n1C	-3	2	0.0	0	3	-2.2	101	5	-3	1
CCN1C(=O)[C@@H]2[C@@H](c3ccc(-c4cc(C(C)=O)cs4)cc3)N3CCC[C@@]3(C(=O)OC)[C@@H]2C1=O	/	15	-0.1	0	5	-0.6	96	-7	-4	3
SMILES	Vif inh	H9c2 protect	aDG glyco act	HTR2A ag	N-glyco inh	MC4R ag barr	ABCB6 inh MLPCN	PDI inh	CaV13 FRET inh	MC4R antagonist
O=C(N/N=C/c1ccc(Br)s1)c1cccc([N+](=O)[O-])c1	4	26	0.3	0	-1	5.5	97	-15	-6	-2
Cc1ccc(-n2nc3c(=O)n(CC(=O)NCCc4ccc(Cl)cc4)nc(C)c3c2C)cc1	-14	0	0.6	-2	0	-0.1	92	-9	-3	-3
CN(C(=O)CN1C(=O)c2ccc([N+](=O)[O-])cc2C1=O)C1CCCCC1	7	-6	0.4	3	0	-0.9	95	7	-6	8
CCn1c(=O)c(CCC(=O)N2CCN(c3ccccn3)CC2)c(C)c2c(C)nn(-c3ccccc3)c21	-1	42	0.0	-1	-6	-2.1	99	13	-3	-4
O=C(NCc1cccc(C(F)(F)F)c1)c1csc([C@@H]2C[C@H](O)[C@@H](CO)O2)n1	1	0	0.1	-2	2	0.1	102	1	-6	0
N#CC1=C(N)Oc2c(sc3ccccc23)C1c1ccco1 (stereo not drawn)	-3	36	0.0	-4	3	-0.8	180	-10	-7	-13
O=[N+]([O-])c1ccc(CSc2ccc(S(=O)(=O)N3CCOCC3)cn2)cc1	-5	-7	0.2	-1	-3	-4.6	100	-2	/	0
O=C(NC1CC1)c1sc2cc(Cl)ccc2c1Cl	5	-16	-0.2	-9	-2	2.3	100	-2	-6	8
Cc1c(Cc2ccccc2)c(=O)oc2cc(OCC(=O)N3CCC(C(=O)O)CC3)ccc12	-5	-4	-0.3	-2	1	-0.8	102	/	/	-1
COCc1cc(C)nc(SCC(=O)Oc2ccccc2)c1C#N	1	5	-0.1	5	1	-1.1	95	0	-2	11
Cc1ccc(C(C)C)c(OCCNCc2ccccc2)c1	-4	-22	0.6	10	-5	3.5	99	7	-21	3
CCOc1ccc(-c2[nH]ncc2Oc2cccc(OC)c2)c(O)c1	21	-23	0.1	-8	-2	5.9	108	4	-5	-2
C=Cc1ccc(Cn2c(C)c(C(=O)NCc3ccc4c(c3)OCO4)sc2=O)cc1	-6	-2	-0.2	9	-9	0.5	99	-1	-11	9
Cc1ccnc(NS(=O)(=O)c2ccc(NC(=O)C3CCCCC3)cc2)n1	0	-5	-0.2	9	-2	0.0	87	-15	/	1
O=C(Nc1cc(Cl)ccc1O)C1CCCO1 (stereo not drawn)	4	-5	0.0	-2	0	-0.3	93	6	-6	6
COC(=O)c1cc(-c2ccc3c(c2)OCO3)nc2ccccc12	25	8	0.0	2	-1	0.2	92	3	-4	3
O=S(=O)(O)c1cc2onnc2c2ccccc12	?	0	-0.1	-1	2	-2.0	102	-2	-3	-6

From PubChem

Rows are unselected; 3.6% or so of the library scored in one or more.
